Bioassay records: PubChem BioAssay, National Center for Advancing Translational Sciences (NCATS)
MmCpn inh: blocks the Methanococcus maripaludis chaperonin Mm-Cpn | purified Mm-Cpn ATPase, ADP Transcreener TR-FRET | Potency, µM (top dose mostly 76.9 µM), for the others: at the highest dose activity, negative = inhibition, usual class: inhibitors | 330,000 tested, 0.031% active | AID 504842; further: potency means the concentration at half of the fitted maximal effect; on the % scale 0 is the no-effect control and ±100 the full control effect; nearly all actives have a fitted effect of over 80% in size
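Reaction buffer contained 30 mM Tris pH 7.4, 100 mM KCl, 5 mM MgCl2 and 1 mM DTT. Mm-CPN (25 nM final) hydrolysed 10 uM ATP over 30 min at 37°C; ADP was read by HTRF.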
ATXN viability: cell viability loss in ATXN counter-screen. S2 cells (HEK-293 line with an ATXN2-luciferase reporter) viability, CellTiter-Fluor protease fluorescence, 24 h. AID 651635. 400,000 tested, 0.49% active. Potency, µM (titrated, usually from 56.7 µM), most hits filed as cytotoxic; further: potency means the concentration at half of the fitted maximal effect; nearly all actives have a fitted effect of over 40% in size
Nrf2 activator: activators of Nrf2 (ARE) signaling | AREc32 ARE-luciferase reporter (MCF7-derived line), luminescence, 24 h | Potency, µM (doses to about 46.1 µM), without a hit: at the top dose activation, usual class: activators | 410,000 tested, 0.31% active; further: potency means the concentration at half of the fitted maximal effect; % of control where 0% means no effect; nearly all actives have a fitted effect of over 65% in size
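Luminescent ARE reporter assay in AREc32_Fluc cells: overnight plating at 37 deg C, 24 hr compound incubation, Steady-Glo added, 30 min RT before reading.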
CCT modulator: modulators of cytosolic chaperonin (CCT/TRiC) activity. purified chaperonin ATPase assay, HTRF ADP detection, 30 min. activity change, % (test concentration not listed), hits read low. AID 651819. 360,000 tested, 0.3% active; in the data active means activity change below about -30%; further: on the % scale 0 is the no-effect control and ±100 the full control effect
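TRiC at 40 or 20 nM final (batch-dependent) in 30 mM Tris pH 7.4, 100 mM KCl, 5 mM MgCl2, 1 mM DTT, with compound at single 76 uM and 10 uM ATP, 30 min at 37 deg C. ADP detected by HTRF Transcreener, 665/615 ratio.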
TGFb inhibitor: inhibitors of TGF-b signaling; HepG2 CAGA-GFP TGF-b/SMAD3 reporter, GFP fluorescence, 18 h; TGF-beta stimulated, 500 pg/mL final; Potency, µM (top dose mostly 46.1 µM), without a hit: at the top dose activity, negative = inhibition, hits mostly inhibitors; 410,000 tested, 1.2% active; AID 588855; further: potency means the concentration at half of the fitted maximal effect; on the % scale 0 is the no-effect control and ±100 the full control effect; nearly all actives have a fitted effect of over 65% in size
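Read-out: total well GFP (ex488/em500-530) summed from mean per-cell fluorescence. Cells: HEPG2 CAGA-GFP, 1% FBS DMEM, 18 h at 37 degrees C with 500 pg/mL final TGF-beta. Unstimulated wells served as the full-inhibition control; stimulated DMSO wells = 0%.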
A549 tox: kills or reduces viability of A549 cells in Nrf2 counter-screen. A549 ARE-Fluc cells, CellTiter-Fluor viability, 18-24 h. 390,000 tested, 0.16% active. Potency, µM (top dose mostly 46 µM), without a hit: top-dose activity change, negative = cytotoxicity, usual class: inhibitors; further: potency means the concentration at half of the fitted maximal effect; on the % scale 0 is the no-effect control and ±100 the full control effect
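A549 ARE-Fluc cells in 5% FBS OPTI-MEM, 5000 cells/well, rested 2 h then exposed to compounds in concentration-response for 18-24 h at 37 °C. Viability by CellTiter-Fluor fluorescence (Ex 405/Em 525) after 30 min; luciferase luminescence (BugLite, 15 min, RT) read afterwards.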
pAkt inh: Akt phosphorylation inhibition. 360,000 tested, 0.32% active. Neuro2A IGF-stimulated pAkt S473 HTRF, 20 min; hits give low values. AID 651550. activity change, % for hits at 50 µM; in the data active means activity change below about -80%; inconclusive means mostly about -51% to -80%; further: on the % scale 0 is the no-effect control and ±100 the full control effect
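Single-point screen (50 µM final compound) in Neuro2A cells stimulated 20 min with 6 nM IGF at 37 deg C. After lysis, Ser473-phosphorylated Akt read by HTRF (ex 330 nm, em 615/665 nm) as the 665/615 ratio.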
Nrf2 block: inhibitors of Nrf2 signaling; A549 ARE-Fluc reporter, luciferase luminescence, 18-24 h; Potency, µM (series often up to 46 µM), for the others: at the top dose activity change, negative = inhibition, actives largely listed as inhibitors; 360,000 tested, 2.1% active; AID 504444; further: potency means the concentration at half of the fitted maximal effect; on the % scale 0 is the no-effect control and ±100 the full control effect; nearly all actives have a fitted effect of over 60% in size
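Nrf2 activity is the BugLite luminescence, read 15 min after reagent at room temperature, following CellTiter-Fluor cytotoxicity readout (30 min, 37C). Compound titrations were applied for 18-24 h to 5000 A549 ARE_Fluc cells/well in 5% FBS OPTI-MEM.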
HepG2 tox: HepG2 cytotoxicity, counter-screen for TGF-b inhibitors | HepG2 CAGA-GFP viability, ATP luminescence, 18 h | Potency, µM (top dose mostly 46.1 µM), for the others: at the top dose activity change, negative = cytotoxicity, usual class: cytotoxic | 410,000 tested, 0.76% active | AID 588856; further: potency means the concentration at half of the fitted maximal effect; some results filed as inactive show a strong effect at the top dose
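CellTiter-Glo luminescence gave cytotoxicity after 18 hours at 37 degrees C. The cells were HepG2 CAGA-GFP in 1% FBS DMEM, stimulated with 500 pg/mL TGF-beta after compound addition. %Activity was normalised to no-cell wells (complete cell-killing) and DMSO (no toxicity), and curves were fitted and classified.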
Numbers without * were called inactive; i = inactive; ? = inconclusive; . = not tested or not shown; & = joins results of further samples; [ ] = dose if it differs, or a comment. Unless noted, the call rests on the fitted dose curve; in most records, active means well fitted curve in the direction sought with a large enough effect; inconclusive means small, poorly fitted or top-dose-only effect, or another doubt; inactive means no such curve, though single readings can be large; an effect the other way counts as inactive or inconclusive.

SMILES | MmCpn inh | ATXN viability | Nrf2 activator | CCT modulator | TGFb inhibitor | A549 tox | pAkt inh | Nrf2 block | HepG2 tox
CCOC(=O)N1CCN(CCc2ccccc2)CC1 | -2% | ? | -0.7% | -3.0 | 3% | -1% | i | 0% | 11%
Cc1ccc(NC(=O)c2ccco2)c(NC(=O)C2CCCO2)c1 (stereo unspecified) | -1% | i | 0.1% | -1.7 | 3% | 4% | i | 16% | 12%
O=C(CSc1ccccc1)Nc1cccc(S(=O)(=O)N2CCCCC2)c1 | 1% | i | 0.1% | -1.4 | ? | 2% | i | ? | -14%
CC1=C(C(=O)OC(C)C)C(c2ccccc2Cl)CC(=O)N1 (stereo unspecified) | 2% | i | 0.2% | 0.6 | -5% | -8% | i | -25% | -24%
NC(=O)c1ccc(NC(=O)C2CC(=O)N(c3ccc4c(c3)OCCO4)C2)cc1 (stereo unspecified) | 1% | i | 0.0% | -1.7 | -20% | -3% | i | -3% | 4%
CCn1c2ccccc2c2cnc(N=CN(C)C)c(C#N)c21 | -3% | i | -1.1% | -0.5 | -5% | 0% | i | . | -22%
COc1ccc(NC(=O)N2CCOCC2)cc1OC | -2% | i | -0.6% | 0.2 | 5% | 0% | i | 12% | -1%
CCOc1cc(C(=O)NC(C)CCc2ccccc2)cc(OCC)c1OCC (stereo unspecified) | 0% | i | 0.2% | -1.2 | 4% | -20% | i | ? | 4%
C=Cc1ccc2c(c1)OCCOCCOCCOCCOCCO2 | 1% | i | -0.6% | -2.4 | 8% | 3% | i | 23% | -11%
CCCCn1c(CN2CCN(c3cccc(Cl)c3)CC2)nc2c1c(=O)n(C)c(=O)n2C | 2% | i | 0.3% | 2.5 | -6% | -21% | i | ? | 2%
O=C(NCCS(=O)(=O)N1CCN(c2ccccc2)CC1)C1CC(=O)N(c2ccc(F)cc2)C1 (stereo unspecified) | 0% | i | -0.1%&0.2% | -1.4 | -1%&0% | -3%&0% | i | ? | 1%&-32%
O=C(Nc1ccc(F)cc1)c1ccc2snnc2c1 | 0% | i | 4.0% | 0.2 | 1% | 2% | i | ? | -3%
O=c1cc(N2CCOCC2)[nH]c(=O)n1-c1ccc(Cl)cc1 | 1% | i | -0.4% | -1.8 | -2% | 0% | i | -11% | 2%
O=C(CNC(=O)c1ccccc1Cl)OC1CCOC1=O (stereo unspecified) | 2% | i | -0.9% | -1.4 | 3% | 0% | i | 1% | 3%
COc1ccc(C(C)(C)C)cc1NC(=O)c1[nH]c(C)c(C(C)=O)c1C | -2% | i | 11% | 0.7 | 2% | -5% | i | ? | -26%
CC(=O)Nc1ccc(NC(=O)CS(=O)(=O)c2cn(CC(=O)N3CCCCC3)c3ccccc23)cc1 | . | i | 0.1% | 2.1 | -18% | -4% | i | 9% | -11%
O=C(CNS(=O)(=O)c1ccccc1)NNC(=O)C(Cl)Cl | 1% | i | -0.5% | -1.3 | -14% | -6% | i | -9% | -4%
Cc1ccc(C)c(OCc2nc(-c3cccnc3)no2)c1 | 0% | i | -0.1% | 1.8 | 21% | 13%[1.84 µM] | i | 17% | 7%
Cc1ccc(C)c(NC(=S)/C(=C(\[O-])c2ccc(OC(F)F)cc2)[n+]2ccccc2)c1 | 3% | i | 0.0% | -0.4 | 8% | 0% | i | 0% | -2%
O=C(COC(=O)C1CCC1)c1c[nH]c2ccccc12 | 2% | i | 0.1% | -0.8 | -11% | -2% | i | -6% | -4%
Cn1c(SCc2ccc(F)cc2)nc2ccc(C(=O)NCc3ccc(Cl)cc3)cc21 | . | ? | 2.8% | . | ? | 2% | . | 15µM* | -27%
CCN(CC)c1ncnc2c1cnn2Cc1ccc(Cl)cc1 | 0% | . | 2.6% | -3.5 | -15% | 2% | i | -19% | 6%
COc1cc(NC(=O)c2cn(C3CCCC3)c(=O)c3c2c2ccccc2n3C)cc(OC)c1OC | . | . | -0.1% | . | -8% | 0% | . | 4% | -6%
O=C(NCCc1ccc(F)cc1)C1CCN(C(=O)Nc2ccccc2)CC1 | -1% | i | -0.2% | 0.4 | 4% | 4% | i | 9% | -3%
Nc1cccc(S(=O)(=O)Nc2ccccc2)c1 | 0% | i | -0.7% | -1.0 | -10% | -2% | i | -17% | 0%

The listing continues.
SMILES | MmCpn inh | ATXN viability | Nrf2 activator | CCT modulator | TGFb inhibitor | A549 tox | pAkt inh | Nrf2 block | HepG2 tox
O=C(O)C1(c2ccccc2)CCC(Nc2ccccc2)C1 (stereo unspecified) | 3% | i | -0.8%[9.22 µM] | -0.2 | -13% | 5% | i | 6% | -7%
CCNC(=O)N1CCNC(=O)C1CC(=O)OC (stereo unspecified) | -3% | i | -0.4% | -0.6 | 2% | -3% | i | -4% | -2%
O=c1[nH]cnc2c1[nH]c(=S)n2C1O[C@@H](CO)[C@H](O)[C@@H]1O (stereo partly specified) | . | . | . | . | -1% | 3% | . | 1% | 13%
CCN(CC)C(=O)Cn1c(=O)n(Cc2ccccc2Cl)c2c1c(=O)n(C)c(=O)n2C | . | i | 3.0% | -1.7 | 3% | 2% | i | -3% | -1%
N#CC(=C(O)CN1CCN(c2ccccc2F)CC1)c1nc(-c2ccccc2)cs1 | . | i | 3.3% | -2.1 | -27% | 7% | i | ? | -10%
CCCOC(=O)c1ccc(NC(=O)c2cc(Cl)ccc2OC)cc1 | 0% | i | -0.2% | -3.8 | -9% | -1% | i | -2% | -2%
COc1ccccc1CN1CC(C(=O)NCCn2nc(C)cc2C)CCC1=O (stereo unspecified) | 3% | ? | -0.8% | -1.4 | 7% | -7% | i | 0% | -2%
Cc1cc(Nc2ccccc2)n(-c2ccccc2)n1 | 1% | i | -0.1% | -0.7 | -12% | 3% | i | . | 0%
Cc1ccc2c(=O)c(C(=O)c3ccccc3)cn(CC(=O)Nc3ccc(C)c(Cl)c3)c2n1 | . | i | 0.4% | . | 31% | ? | . | -24% | -9%
COc1ccccc1C(=O)N1CCCN(C(=O)c2ccccc2OC)CC1 | -3% | i | 0.2% | -1.6 | 0% | -2% | i | 8% | -10%
COc1ccc(-c2ccc(OC)c([C@H]3[C@H]4C=CC[C@@H](C)[C@@H]4C(=O)N3Cc3ccccc3)c2)cc1 | -5% | i | -1.2% | 0.8 | -26% | -16% | i | ? | -17%
CCOc1ccc(NC(=O)CSc2nnc(-c3ccccc3)n2N)cc1 | 1% | i | -0.4% | -1.3 | -11% | -11% | i | -24% | 28%
COc1ccc(/C=N/N=C/c2ccc(OC)c(O)c2)cc1O | -1% | i | 3.3% | -0.7 | 0% | 0% | i | 0% | -11%
CC(=O)N1c2ccc(S(=O)(=O)N3CCCCC3)cc2CC1C(=O)NCc1cccc(Cl)c1 (stereo unspecified) | -2% | i | 1.7% | 1.2 | -7% | 2% | i | -23% | -2%
COc1ccc(NC(=O)CN(C)S(=O)(=O)c2ccc3[nH]c(=O)oc3c2)cc1 | -5% | i | 0.3% | -1.7 | 0% | 5% | . | 20% | -9%
NC(=O)c1ccccc1NC(=O)CCCN1C(=O)CCC1=O | -1% | i | 0.1% | 2.4 | ? | 20% | i | . | 3%
CC(Oc1ccc(Cl)cc1Cl)C(=O)N(C)c1ccccc1 (stereo unspecified) | -2% | i | -0.4% | -2.6 | -22% | 15% | i | 0% | -6%
O=C(CCc1ccc(O)c(O)c1)N/N=C/c1ccc2c(c1)OCO2 | -1% | ? | ? | -3.4 | -12% | -14% | i | 22% | -21%
COc1ccc(CNC(=O)C2CCCN(S(=O)(=O)c3ccc(-n4cnnn4)cc3)C2)cc1 (stereo unspecified) | 0% | i | -0.1% | 0.0 | 1% | 1% | i | -14% | 26%
C#CCn1c(=NC(=O)c2ccc(Br)s2)sc2cc(NC(C)=O)ccc21 | -7% | i | 0.2%[9.22 µM] | 2.3 | -16% | -2% | i | -10% | -7%
CCN(CC)c1ccc(/C=N/n2c(C)nc3ccccc3c2=O)cc1 | -1% | ? | -1.4% | -0.3 | 14% | -4% | i | ? | -16%
Fc1ccc(-n2cc(CNCCc3ccncc3)c(-c3ccccc3Cl)n2)cc1 | 3% | i | 0.0% | 0.3 | -15% | 6% | i | 4% | -24%
COc1cccc(/C=N/NC(=O)c2[nH]c(C)c(C(=O)N/N=C/c3cccc(OC)c3O)c2C)c1O | -1% | i | 0.2% | 1.7 | ? | -7% | i | ? | -46%
COC(=O)c1ccc(NC(=O)Cc2coc3cc(C)ccc23)cc1 | . | i | 1.7% | . | -8% | 0% | . | 7% | -1%
Cc1cc(C)n2nc(CC(=O)NC3CCCCCCC3)nc2n1 | 3% | i | -1.0% | -1.8 | -1% | 12% | i | . | 2%
COC(=O)[C@]1(CC(C)C)N[C@H](c2ccc(-c3ccc(F)cc3)c(OC)c2)[C@@H]2C(=O)N(C)C(=O)[C@@H]21 | -9% | ? | 6.4% | 0.0 | -22% | -1% | i | -21% | -32%
COc1cccc(C(=O)Nc2cc(C(=O)NCc3ccc(C)cc3)ccc2N2CCC3(CC2)CC(c2ccccc2)=NO3)c1 | -17% | i | 0.4% | -5.9 | 1% | -1% | i | -7% | 0%

Taken from above for reference:
SMILES | MmCpn inh | ATXN viability | Nrf2 activator | CCT modulator | TGFb inhibitor | A549 tox | pAkt inh | Nrf2 block | HepG2 tox
COc1ccc(NC(=O)CN(C)S(=O)(=O)c2ccc3[nH]c(=O)oc3c2)cc1 | -5% | i | 0.3% | -1.7 | 0% | 5% | . | 20% | -9%
NC(=O)c1ccccc1NC(=O)CCCN1C(=O)CCC1=O | -1% | i | 0.1% | 2.4 | ? | 20% | i | . | 3%
